NOD1 inhibition = inhibition of NOD1-driven NF-kB reporter – cell-based, luminescence, uHTS, primary screen (AID 1578) | NOD1-driven NF-kB luciferase reporter cells, luminescence; higher % means a stronger effect | one-dose inhibition, % at 4 µM; EC50 in µM for titrated hits | hit rate 1% among 290,000; in the data active = inhibition mostly above about 36%, no sharp cut-off; inactive = mostly below about 34%;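 note: HEK-293T reporter cells stimulated with the NOD1 agonist gamma-tri-DAP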
GPR55 antagonists = GPR55 antagonists blocking LPI-driven arrestin recruitment, primary screen, imaging, U2OS, beta-arrestin-GFP, LPI agonist (AID 2013); U2OS GPR55 beta-arrestin-GFP translocation imaging, LPI antagonism; higher % means a stronger effect; inhibition, % at 10 µM; hits with a dose series show IC50 in µM; hit rate 0.13% among 290,000;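 active = spots per cell inhibited over 60%, with over 100 cells counted and total cytoplasm intensity under 500,000; inconclusive = wells with under 100 cells, flagged as likely toxic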;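 note: U2OS cells stably carrying GPR55 and arrestin-GFP stimulated by 5 µM LPI near EC80; imaged beta-arrestin-GFP aggregate spots per cell after agonist stimulation; plate controls were LPI-stimulated DMSO wells for no effect and DMSO wells without LPI for full effect; some results filed as inactive read as strong as hits; confirmed hits need IC50 under 10 µM and bright autofluorescent wells are also inconclusive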
GPR55 beta-arrestin = selective activators of receptor GPR55 – imaging, U2OS cells, beta-arrestin-GFP redistribution, primary screen (AID 1961). hit rate 0.048% among 290,000. U2OS GPR55 beta-arrestin-GFP redistribution imaging; higher % means a stronger effect. activation, % at 10 µM, or EC50 in µM where a hit was titrated;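 active = activation above 40% with more than 50 cells counted in the well; inconclusive = wells holding fewer than 50 cells, flagged as toxic or sparse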;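 note: U2OS osteosarcoma cells stably expressing GPR55 and beta-arrestin-GFP; plate controls were DMSO negative control for no effect and LPI positive control for full effect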
GPR35 antagonists = inhibition of zaprinast-stimulated GPR35 beta-arrestin translocation – imaging, U2OS, beta-arrestin-GFP, zaprinast agonist, primary screen (AID 2058). hit rate 0.052% among 290,000. U2OS GPR35 beta-arrestin-GFP translocation imaging, zaprinast antagonism; higher % means a stronger effect. inhibition, % at 10 µM; hits with a dose series show IC50 in µM;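 active = inhibition of at least 50% with at least 30 cells and total cytoplasm GFP at most 10,000,000; inconclusive = under 30 cells or total GFP of 10,000,000 plus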
West Nile antiviral = West Nile virus antiviral activity, cell-based, CPE readout (AID 1621); West Nile virus-infected cells, CPE inhibition; higher % means a stronger effect; CPE inhibition, % at 10 µM, or IC50 in µM where a hit was titrated; hit rate 0.02% among 290,000; in the data active = a potency from the dose series; inconclusive = CPE inhibition mostly from about 3.7% at the one dose, without a potency; inactive = the rest, 99 in 100 with CPE inhibition below about 2.2%; note: strong numbers were not always called active
KOR beta-arrestin-1 = kappa opioid receptor activators – cell-based, luminescence, uHTS, primary screen (AID 1777); KOR beta-arrestin recruitment, luminescence; higher % means a stronger effect; activation, % at 10 µM; hits with a dose series show EC50 in µM; hit rate 0.02% among 280,000; in the data active = activation above about 50%, passing the limit was not always enough; note: a part of the inactive calls stands beside numbers as strong as those of hits
HIV peptide binding = cell-free HIV fusion peptide-binding blockers – biochemical, uHTS, fluorescence dequenching, primary screen (AID 1986) | cell-free peptide binding, fluorescence dequenching, 30 min; higher % means a stronger effect | one-dose inhibition, % at 20 µM; IC50 in µM for titrated hits | hit rate 0.3% among 290,000; in the data active = inhibition mostly above about 52%, no sharp cut-off; inactive = mostly below about 76%; note: some results filed as inactive read as strong as hits
Dengue-2 NS5 capping = Dengue-2 NS5 methyltransferase inhibitors, primary screen, biochemical, confirmation dose response (AID 588689) | Dengue-2 NS5 methyltransferase capping enzyme assay, biochemical; higher % means a stronger effect | one-dose inhibition, % at 25 µM; IC50 in µM for titrated hits | hit rate 0.3% among 340,000; in the data active = a potency from the dose series; inconclusive = inhibition above about 29% without an active follow-up result
KOR beta-arrestin-2 = kappa opioid receptor blockers – cell-based, luminescence, uHTS (AID 1778); KOR beta-arrestin recruitment, luminescence, antagonist mode; higher % means a stronger effect; one-dose inhibition, % at 10 µM; IC50 in µM for titrated hits; hit rate 0.091% among 290,000; in the data active = inhibition above about 50%; note: strong numbers were not always called active
The depositor's hits bear a star; ? = inconclusive; nt = no result given; [ ] = another dose, or the depositor's remark. These rows are one share of the data; count on the stated rates, not on these rows.

SMILES	NOD1 inhibition	GPR55 antagonists	GPR55 beta-arrestin	GPR35 antagonists	West Nile antiviral	KOR beta-arrestin-1	HIV peptide binding	Dengue-2 NS5 capping	KOR beta-arrestin-2
CC1CN(CCc2ccccc2)c2nc3c(c(=O)[nH]c(=O)n3C)n2C1 (centres undefined)	-21%	-14%	-0.1%	0%	-0.2%	-11%	-3.7%	-10%	-14%
O=C(c1cccc(S(=O)(=O)N2CCCCCC2)c1)N1CCN(c2ccccc2)CC1	1%	-4%	0.2%	-2%	-1.1%	-4.4%	-1.4%	-6%	-4%[20 µM]
CCCc1nc(SCC(=O)NNC(=O)C2CCCCC2)c2ccccc2n1	18%	3%	-0.1%	10%	0.0%	1.6%	-0.8%	-7%	18%
O=[N+]([O-])c1cc(/C=N/N2CCOCC2)cs1	1%	1%	-0.1%	10%	-0.1%	-0.3%	0.6%	1%	-3%
O=c1c2ccccc2ncn1CCCCOc1ccc(Br)cc1	-23%	-9%	-0.1%	-4%	-0.4%	-0.1%	1.7%	-4%	-122%[20 µM]
O=C(O)CCCCCNS(=O)(=O)c1c(Cl)cccc1Cl	-21%	-6%	-0.1%	-4%	-0.3%	-1.3%	1.4%	-4%	-15%
COc1nc(OC)nc(N2CCC(C(=O)NCc3cccs3)CC2)n1	5%	-2%	-0.1%	0%	-0.1%	-1.4%	-3.1%	5%	-9%
COc1cccc(CN2CCC(Oc3ccc(C(=O)NCc4ccccn4)cc3)CC2)c1	-9%	16%	0.1%	-7%	-0.5%	-2.2%	0.1%	-3%	-44%
O=c1cc(CN2CCCCCC2)nc2sccn12	-17%	4%	0.0%	-6%	0.4%	-1.3%	-0.2%	-7%	-12%[20 µM]
Cc1cc(C)nc(/N=C/c2c(O)n(C)c(=O)n(C)c2=O)n1	-3%	3%	-0.2%	13%	nt	18%	-2.1%	nt	5%
Cc1nc(-c2ccccn2)nc(N(C)c2ccccc2)c1Cl	-12%	4%	0.4%	5%	-1.4%	-6.1%	-0.9%	-5%	1%
CC1CCCCN1C(=O)c1cc(-c2ccc3c(c2)OCO3)on1 (centres undefined)	-50%	8%	0.3%	4%	-0.7%	1.2%	0.3%	-5%	-54%
CC(C)(C)C(=O)NNC(=O)COc1ccc2ccccc2c1Br	-48%	-5%	-0.1%	-17%	0.4%	-3.6%	-0.6%	-12%	1%
CC1CCCCN1C(=O)C12CCC(C)(/C(=N/O)C1)C2(C)C (centres undefined)	-13%	7%	0.0%	-4%	-0.3%	-0.2%	-1.6%	1%	28%
Cc1cccc(OCCCC(=O)NC(C)C)c1	7%	6%	-0.1%	20%	0.3%	-2.3%	-1.0%	-8%	18%
Cc1ccccc1CCN1CCCC(CN(C)CC(C)(C)C)C1 (centres undefined)	-19%	21%	-0.4%	-7%	-1.2%	-1.3%	-0.3%	nt	-34%[20 µM]
NNC(=O)c1[nH]c2ccc(Cl)cc2c1-c1ccccc1	4%	0%	0.2%	0%	?	2.2%	-1.5%	5%	14%
CC(C)(C)c1cc(S(=O)(=O)CCc2ccncc2)cc(C(C)(C)C)c1F	-2%	2%	0.5%	-9%	-0.6%	-5.2%	-1.0%	-9%	-6%
CCCCCC(=O)NC(NC(=S)N1CCOCC1)C(Cl)(Cl)Cl (centres undefined)	24%	16%	0.0%	-19%	0.8%	-2.8%	-1.6%	5%	-22%
CCOC(=O)CCCCC(=O)c1[nH]c(=O)[nH]c1CSc1nc(C)cc(C)n1	-12%	-10%	0.6%	18%	0.0%	-4.2%	0.4%	-3%	9%
CN(CC1COCCO1)C(=O)c1cc(COc2c(F)cccc2F)on1 (centres undefined)	-23%	2%	-0.1%	-9%	0.1%	12%	-2.4%	-10%	-7%
CO/N=C(/C(=O)N[C@@H]1C(=O)N2C(C(=O)O)=CCS[C@H]12)c1cnc(N)s1	-21%	5%	-0.1%	4%	0.4%	1.0%	10%	nt	-6%[20 µM]
COc1ccc(S(N)(=O)=O)cc1C(=O)NCC(C)(C)N1CCOCC1	-16%	-2%	-0.2%	4%	0.1%	-1.8%	-0.1%	-6%	-25%
Cc1cc(NS(=O)(=O)c2ccc(NC(=O)COc3ccc(Cl)cc3Cl)cc2)no1	-18%	4%	-0.2%	0%	-0.4%	1.4%	15%	-6%	10%
CC(C)Oc1ccccc1-c1nc(SCC(=O)O)n[nH]1	-18%	9%	-0.2%	-5%	0.2%	-2.2%	0.3%	6%	32%
COc1cc2c(=O)n(CCC(=O)NCC3CCCO3)c(=O)n(CC(=O)Nc3ccc(C)c(C)c3)c2cc1OC (centres undefined)	-11%	-6%	-0.1%	12%	0.0%	-1.9%	-0.4%	3%	-16%
Oc1ccccc1/C=N/n1cnnc1	-25%	-8%	-0.1%	3%	-0.1%	-7.1%	4.0%	0%	7%
CC(=O)Nc1ccc(S(=O)(=O)N(Cc2cccnc2)Cc2cc3ccc(C)cc3[nH]c2=O)cc1	-11%	13%	0.0%	15%	0.2%	-0.7%	-0.6%	-9%	-38%
Cc1ccsc1C1C(C#N)=C(N)OC2=C1C(=O)CCC2 (centres undefined)	-6%	nt	0.2%	-6%	0.9%	nt	0.4%	21%	6%[20 µM]
O=C(COc1ccc(C(=O)c2ccc(F)cc2)cc1)NCc1ccc(F)cc1	-19%	-18%	0.2%	22%	-1.0%	2.5%	-2.0%	-7%	-6%
N#Cc1nc(-c2ccc(F)cc2)oc1NCc1ccco1	-8%	19%	0.3%	2%	0.1%	-1.4%	-0.6%	-5%	28%
NC(=O)c1nsc(C(=O)N(CC(=O)NCc2ccc3c(c2)OCO3)C2CCCCC2)c1N	-17%	-10%	-0.3%	13%	-0.1%	nt	0.1%	-7%	-38%
Cc1cccc(CNC(=O)CCn2ccc3cc(S(=O)(=O)N4CCCC4)ccc32)c1	-26%	8%	0.3%	-8%	-0.1%	-1.7%	-0.5%	-1%	27%
Cc1ccc(N2CCN(S(=O)(=O)c3cccs3)CC2C)cc1 (centres undefined)	-8%	-1%	0.2%	-7%	0.0%	4.7%	-0.4%	-6%	-14%
O=C(COC(=O)c1ccc(Cl)nc1)NCCC1=CCCCC1	-41%	-3%	-0.3%	-3%	0.3%	-1.2%	-0.5%	-4%	6%
N#CCCN(C(=O)CO/N=C/c1cccc([N+](=O)[O-])c1)c1ccccc1	-41%	-25%	-0.6%	11%	-1.4%	0.5%	-1.6%	8%	11%
O=C(CC(c1ccccc1)c1ccccc1O)NCc1ccccc1 (centres undefined)	-64%	1%	-0.1%	17%	-1.3%	1.7%	0.6%	nt	-4%
Cc1ccc2cc3c(N)c4c(C)ccc(C)c4nc3nc2c1	-36%	20%	-0.3%	-6%	-1.6%	-4.3%	33%	?	29%
Cc1ccc2nc(SCC(=O)Nc3cc(C(F)(F)F)ccc3N3CCOCC3)[nH]c2c1	4%	-8%	0.2%	19%	0.0%	2.8%	1.8%	8%	-98%
CCOC(=O)C1CCN(C(=O)c2cccnc2Oc2ccccc2)CC1	0%	4%	-0.2%	1%	0.2%	3.5%	-1.1%	-8%	26%
COc1cc(OC)cc(C(=O)Nc2nnc(NC(=S)Nc3ccccc3)s2)c1	-30%	12%	-0.3%	-10%	-1.0%	5.2%	2.4%	-3%	2%
CCC(C)(C)NC(=O)CN(C(=O)CNS(=O)(=O)c1ccc(F)cc1)c1ccc2c(c1)OCCO2	-13%	8%	0.2%	-6%	-0.6%	4.4%	1.5%	2%	-38%
COc1ccccc1C(=O)N(CCC1CCCN1C)c1nc2ccccc2s1 (centres undefined)	-43%	7%	-0.1%	8%	-0.7%	nt	-1.2%	-5%	-10%[20 µM]
COc1ccc(C(=O)COC(=O)/C=C/c2ccccc2)cc1	-32%	7%	0.3%	2%	0.6%	-2.6%	0.6%	-6%	14%
N#C/C(=C(/O)COC(=O)Cc1c[nH]c2ccccc12)c1nc2ccccc2[nH]1	-14%	5%	0.0%	-14%	-0.4%	-4.8%	-1.7%	-15%	-4%
O=C(COC(=O)CCCC1=NS(=O)(=O)c2ccccc2N1)Nc1ccccc1	-14%	10%	-0.1%	12%	0.6%	-5.3%	-0.5%	-7%	-20%
FC(F)(F)c1cnc(N2CCN(C(=S)NCc3ccccc3)CC2)c(Cl)c1	-5%	12%	-0.4%	4%	-0.6%	5.9%	1.1%	-2%	-17%
O=C(NCC1CCCO1)C1CCCN(S(=O)(=O)c2cc(Cl)ccc2Cl)C1 (centres undefined)	-32%	8%	-0.1%	-4%	-0.7%	-4.3%	-0.1%	1%	2%
O=C(NCCc1ccccc1)c1ccc(Br)o1	-33%	10%	-0.3%	6%	0.2%	-1.5%	14%	1%	-12%
CC(=O)NC(NC(C)=O)c1ccc(N(C)C)cc1	-20%	2%	1.0%	-11%	0.5%	-5.8%	-1.1%	-2%	37%
CCC(=O)Nc1ccc(NC(=S)NC(=O)c2oc3ccccc3c2C)cc1	-28%	8%	0.6%	8%	-0.3%	0.6%	2.6%	4%	13%
Cc1ccc(/C(=N\S(=O)(=O)c2ccc(Br)cc2)Nc2ccccc2C)cc1	-23%	6%	-0.2%	-9%	-0.6%	-5.3%	1.9%	-7%	-14%
Nc1cc(-c2ccccc2)n2c(n1)nc1ccccc12	0%	3%	0.3%	-4%	-0.3%	-0.5%	1.0%	-1%	23%
O=C(CN1C(=O)CCS(=O)(=O)c2ccccc21)NCc1ccccc1	-2%	-2%	-0.3%	-14%	0.1%	6.5%	0.7%	-1%	-34%
CCn1nc(C)cc1C(=O)Sc1ccc(C)cc1	2%	9%	-0.2%	12%	0.3%	3.5%	-1.4%	-9%	12%
NC(=O)c1c(NC(=O)Cn2cc([N+](=O)[O-])cn2)sc2c1CCCC2	-10%	-3%	-0.2%	-13%	-0.1%	-2.6%	2.8%	-10%	16%
Cc1c(Nc2cc(N3CCOCC3)c3nonc3c2[N+](=O)[O-])c(=O)n(-c2ccccc2)n1C	0%	18%	1.7%	8%	0.5%	-0.9%	-1.2%	nt	25%

Some of these compounds in order of formula weight, ascending:
SMILES	NOD1 inhibition	GPR55 antagonists	GPR55 beta-arrestin	GPR35 antagonists	West Nile antiviral	KOR beta-arrestin-1	HIV peptide binding	Dengue-2 NS5 capping	KOR beta-arrestin-2
CCC(=O)Nc1ccc(NC(=S)NC(=O)c2oc3ccccc3c2C)cc1	-28%	8%	0.6%	8%	-0.3%	0.6%	2.6%	4%	13%
O=C(COC(=O)CCCC1=NS(=O)(=O)c2ccccc2N1)Nc1ccccc1	-14%	10%	-0.1%	12%	0.6%	-5.3%	-0.5%	-7%	-20%
CCC(C)(C)NC(=O)CN(C(=O)CNS(=O)(=O)c1ccc(F)cc1)c1ccc2c(c1)OCCO2	-13%	8%	0.2%	-6%	-0.6%	4.4%	1.5%	2%	-38%

Bioassay records deposited in PubChem BioAssay by several laboratories.
